# mHTT CaM bind = mHTT-calmodulin interaction abrogation; P42858; AlphaScreen His-mHTT/GST-CaM binding, luminescence; inhibition, % at 15 µM; 190,000 compounds, 3.6% hits; AID 1671202;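 further: 0% = both proteins with DMSO and 100% = one protein alone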
# Pf apPOL inh = Pf-apPOL DNA polymerase inhibition. Recombinant Pf-apPOL, molecular beacon fluorescence, 1.5 h. 210,000 compounds, 0.25% hits. AID 1794808. inhibition, % at 10 µM
# An asterisk follows results filed as active; nt = no result given; & = joins results of further samples. No stated cut-off is given here; in the data, active means inhibition above about 50%; inactive means the rest. An unsorted share of the library, and some 3.6% of all compounds hit somewhere here.
# The first 6 entries as a preview:
molecule,mHTT CaM bind,Pf apPOL inh
COCc1nnc(NC(=O)c2ccc(S(=O)(=O)N(C)Cc3ccccc3)cc2)o1,28,-48
CCSc1nnc(NC(=O)c2cnccn2)s1,4&1,-8&3
CC(C)CCNC(=O)N1CCC(c2cc(=O)n3nccc3n2C)CC1,-10,2
Cc1nnc(N2C(=O)c3ccc([N+](=O)[O-])cc3C2=O)s1,3&2,-5&-4
CCCSc1nc2ccccc2n1CCO,1,-8
COc1ccccc1NC(=O)N1CCc2nc(-c3ccccc3)ncc2C1,6,-3

# Main list, from the first entry:
molecule,mHTT CaM bind,Pf apPOL inh
COCc1nnc(NC(=O)c2ccc(S(=O)(=O)N(C)Cc3ccccc3)cc2)o1,28,-48
CCSc1nnc(NC(=O)c2cnccn2)s1,4&1,-8&3
CC(C)CCNC(=O)N1CCC(c2cc(=O)n3nccc3n2C)CC1,-10,2
Cc1nnc(N2C(=O)c3ccc([N+](=O)[O-])cc3C2=O)s1,3&2,-5&-4
CCCSc1nc2ccccc2n1CCO,1,-8
COc1ccccc1NC(=O)N1CCc2nc(-c3ccccc3)ncc2C1,6,-3
CC(=O)Nc1ccc(NC(=O)c2ccncc2)cc1,5,1
C/C=c1\nc(-c2ccc(F)cc2)n2c1nc1nonc12,-12,-2
Cc1ccc(C(O)(c2ccccc2)c2nc3ccccc3n2C)cc1 (stereo not drawn),10,-8
CCNC(=O)c1nc2cc(C)c(C)cc2n(CC)c1=O,-1,-8
CCOc1ccc(S(=O)(=O)N2CCC3(CC2)OCCO3)c2cccnc12,4,-4
O=C(NCCC1=CCCCC1)C(=O)NCCc1csc(-c2ccc(F)cc2)n1,-14,-6
COc1ccc(CN2C[C@H](COCc3ccccc3)Oc3cccc(Oc4ccc(C(C)C)cc4)c3S2(=O)=O)cc1,6,-1
CCOc1cc(C(=O)Nc2ccc3ncsc3c2)cc(OCC)c1OCC,-3,-4
O=C(Nc1c(C(=O)N2CCCC2)cnn1-c1ccccc1Cl)c1ccccc1Cl,3,4
O=C(Nc1cccc(Cl)c1)c1cnc(N2CCN(c3ncccn3)CC2)c2ccccc12,-19,1
O=C(NCCCCc1ccccc1)c1ccccc1Cl,-9,0
Cc1nnsc1-c1nnc(SCC(=O)Nc2ccc(F)cc2)n1C1CC1,nt,-4&-15
COC(=O)C=c1sc(=C(C#N)C(=O)N2CCOCC2)n(-c2ccccc2)c1=O,-1,-4
CCCCCCCCCCCC(=O)ON1C(=O)CCC1=O,nt,-35
CC(C)c1cc(C(=O)N2CCCC2c2cc(C(C)C)on2)on1 (stereo not drawn),-1,4
COc1cccc(C2Nc3ccccc3NC3=C2C(=O)CC(c2cccs2)C3)c1OC (stereo not drawn),20,-2
CN(C)CCS(=O)c1ccccc1 (stereo not drawn),-6,-6
CC1=NN(c2ccccc2)C(=O)/C1=C/c1ccc(-c2ccc(Cl)c(C(=O)O)c2)o1,77*,-3
Cc1ccc2c(c1)/C(=C/c1nc3ccccc3c(=O)n1C)C(=O)N2,26,-2
COc1cc([N+](=O)[O-])ccc1NC(=O)c1ccncc1,-1,-4
O=C(Nc1ccc(Br)cc1)c1cc(-c2ccc(Cl)cc2)on1,-7,-7
O=C(Nc1c2c(nn1-c1ccc([N+](=O)[O-])cc1)CS(=O)(=O)C2)C1CCCC1,-2,-3
O=C(Nc1nc(-c2ccccc2)cs1)c1ccc(S(=O)(=O)N2CCOCC2)cc1,-5,2
CCOCCCNC(=O)C1CCCN(c2cn[nH]c(=O)c2)C1 (stereo not drawn),-4,-2
Cc1occc1C(=O)NCC(C)NC(=O)c1ccoc1C (stereo not drawn),13,-4
Cc1cc(C)cc([C@H]2C[C@]34CN(Cc5ccccc5)S(=O)(=O)[C@H]3C[C@H]2O4)c1,4,-15
CC(C)Oc1ccc(Br)cc1/C=C(\C#N)c1nn(-c2ccccc2)c(N)c1C#N,10,-1
Cc1ccc(NCCNC(=O)C(C)Oc2ccccc2)nn1 (stereo not drawn),-10,-9
COc1cc(OC)c(OC)cc1/C=C1/N=C(c2ccccc2Cl)OC1=O,26,-1
COc1ccc(-c2cnnn2-c2ccc(NC(=O)c3ccc(Br)o3)cc2)cc1OC,26,-4
CCCCN(C)C(=O)C1CCN(c2cnn(CCC)c(=O)c2)CC1,1,-2
Cc1ccc2nc(C(=O)NCCN3CCc4ccccc4C3)cn2c1,6,-3
CCCCc1nc(SCC(=O)Nc2ncccn2)n[nH]1,-1&0,3&-6
CC(=O)NS(=O)(=O)c1ccc(NC=c2c(C)c(C#N)c3nc4ccccc4n3c2=O)cc1,0,-3
COc1ccc(NC(=O)N2CCC(c3nc(C(=O)N(C)C)c(C)o3)CC2)c(C)c1,7,2
COc1cccc(CNC(=O)N2CCCC3(C2)Nc2cccnc2NC3=NC2CCCC2)c1 (stereo not drawn),1,-4
CCCCCCCCC#Cc1nc(C)ccc1OC,-92,-8
Cc1ccccc1CC(=O)N1CCC2(CC1)NC(=O)N(Cc1cccc(Cl)c1)C2=O,17,0
CCOc1ccc(N2CC(C(=O)N3CCN(CC)CC3)CC2=O)cc1 (stereo not drawn),-6,-6
COc1cccc2c1OC1(C)CC2NC(=O)N1c1ccc(C)c(F)c1 (stereo not drawn),3,-11
COc1ccc(C=C2Oc3c4c(cc(C)c3C2=O)OCN(CC2CCCO2)C4)cc1OC (stereo not drawn),34,-9
COc1ccc(CC(=O)N2CCN=C2SCc2ccc(Br)cc2)cc1,-16,-15
CCOC(=O)COc1ccc2c(=O)c(Oc3ccc(C(=O)OC)cc3)c(C)oc2c1,-8,-2
COCCN1C(=O)C(=O)C(=C(O)c2ccc(OC)cc2C)C1c1cccnc1 (stereo not drawn),-2,-4

# (more compounds)
molecule,mHTT CaM bind,Pf apPOL inh
CCc1nc2ccccc2nc1N1CCN(S(=O)(=O)c2ccc(Cl)cc2)CC1,nt,-7
Cc1ccc(C)c(CNc2nc3ccncc3n(C(C)C)c2=O)c1,-5,0
Cc1cccc(-n2nc3c(c2NC(=O)c2ccc(C(C)(C)C)cc2)CS(=O)(=O)C3)c1C,22,1
CCN1CCN(C(=O)c2ccc(-c3nc(-c4ccccc4)no3)cc2)CC1,8,-6
CCOc1ccc(-n2c(SCC(=O)Nc3ccc(C)cc3)nc3c(c2=O)SCC3)cc1,12,2
CCOC(=O)C1CCCN(C(=O)NC2CC(=O)N(c3ccc(OC)cc3)C2)C1 (stereo not drawn),-16,-11
O=C(CCC1NC(=O)c2ccccc2NC1=O)NCc1cccs1 (stereo not drawn),-10,-7
COc1ccc(OC)c(C=C2Oc3cc(O)cc(C)c3C2=O)c1,-6,4
O=C(Nc1ccc(S(=O)(=O)N2CCOCC2)cc1)c1ccccc1Br,2,-9
Cc1cccc(Cn2nc(-c3nc(C(C)(C)C)no3)ccc2=O)c1,-15,-6
C=CCNCCCOc1ccc(C)cc1[N+](=O)[O-],-1,-12
COc1ccc(Cc2nnc(NC(=O)Nc3cccc(Cl)c3)s2)cc1OC,-5,1
O=C(Nc1ccc(C(=O)N2CCCCC2)c(N2CCCCCC2)c1)C1CC1,-5,-1
CCN(CC)CCN1C(=O)C(=O)C(=C(O)c2ccc(F)cc2)C1c1ccc(OC)c(OC)c1 (stereo not drawn),-3,-2
CCN1C(=O)c2cccnc2Sc2cc(NC(=O)C3(c4ccccc4)CC3)ccc21,3,-3
CCCS(=O)(=O)c1cscc1NC(=O)Nc1c(-c2c(Cl)cccc2Cl)noc1C,nt,-6
Cc1ccc(CNC(=O)N2CCC(n3c(-c4ccoc4)nc4cccnc43)C2)cc1 (stereo not drawn),64*,0
CC(c1ccccc1)N1C(=O)CN(C2CCCCCC2)C(=O)C1c1ccccc1F (stereo not drawn),40,-7
NC(=O)c1c(-c2ccsc2)noc1N,-8,nt
CCCCN(CCCC)C(=O)NC1(C)CCS(=O)(=O)C1 (stereo not drawn),-4,-3
COc1ccc(CCNC(=O)c2cc(OC)c(OC)c(OC)c2Br)cc1OC,-3,-6
CC(NC(=O)c1ccc2c(c1)OCO2)c1ccccc1 (stereo not drawn),1,-3
Cc1nc2ccc(S(=O)(=O)NCc3ccc4c(c3)OCO4)cc2s1,-2,-2
c1cc(-c2nc3ccccc3o2)cc(-c2nc3ccccc3o2)c1,2,-14
O=C1Nc2ccccc2C12OCC1(CO2)COC2(OC1)C(=O)Nc1ccccc12 (stereo not drawn),24,-3

# Part of the list above in order of length of the SMILES, high to low:
molecule,mHTT CaM bind,Pf apPOL inh
COc1ccc(CCNC(=O)c2cc(OC)c(OC)c(OC)c2Br)cc1OC,-3,-6
COc1ccc(Cc2nnc(NC(=O)Nc3cccc(Cl)c3)s2)cc1OC,-5,1
Cc1ccc(C)c(CNc2nc3ccncc3n(C(C)C)c2=O)c1,-5,0

# Further entries follow.
# Under each structure – mHTT CaM bind, Pf apPOL inh
Cc1ccc(C(=O)Nc2cccc([N+](=O)[O-])c2)cc1S(=O)(=O)Nc1cccc(C(=O)O)c1
  32, 1
COc1ccc(-n2nc3c(c2NC(=O)c2ccc(C(C)(C)C)cc2)CS(=O)(=O)C3)cc1
  16, -5
O=C(NC1CCCCCC1)c1csc(-c2ccnc(N3CCCC3)c2)n1
  -8, -1
CC(C)N1CCn2c(nc3cc(C(=O)NC4CCCCCC4)ccc32)C1=O
  -13, 2
CCOc1cccc(CNc2cc(-n3nc(C)cc3C)ncn2)c1
  -1, -7
CCCSc1ncccc1C(=O)NCc1ccc2c(c1)OCO2
  nt, 0
O=S(=O)(Nc1ccc(F)cc1)c1cccnc1Nc1ccccc1
  9, 2
O=C(Nc1ccc(Cl)cn1)C1CCCCC1
  0, -3
CCCCCCCCCn1cc[n+](CCCCCCCCC)c1C
  100*, nt
CN1CCC(N2CCN(c3ccccc3)CC2)CC1
  0, -2
O=C(CN(C1CCCCC1)S(=O)(=O)c1ccccc1)N1CCCCC1
  -1, -4
O=C(CCc1nc(-c2ccccc2F)no1)NC1CCCc2ccccc21 (stereo not drawn)
  -3, -10
CC1CCN(C(=O)CCC(=O)Nc2nc(-c3cc4cc(Cl)ccc4oc3=O)cs2)CC1
  3, 17
Cn1nc(-c2nc(-c3cccc(F)c3)no2)c2c1CCN(C(=O)c1ccsc1)C2
  28, -4
COc1ccc(C2CC(C(F)(F)F)n3nc(C(=O)N(C)CCC#N)cc3N2)cc1 (stereo not drawn)
  10, -1
COC1CCN(C(=O)c2cc(-c3ccc(F)cc3)n[nH]2)CC1
  -7, -2
Cc1oc(C2CCN(C(=O)Nc3ccc(Cl)cc3)CC2)nc1C(=O)N1CCCC1
  4, -3
COc1cc(-c2ccccc2O)ncn1
  -18, 44
CCOc1ccc(NC(=O)Nc2nnc(/C=C/c3ccccc3)s2)cc1
  5, 4
CCOc1ncccc1CNC(=O)c1cc(F)ccc1Cl
  -10, 3
Cc1ccc(S(=O)(=O)NCCO)cc1
  -6, -10
N#CC(=CNc1ccc(OC(F)(F)F)cc1)C(=O)c1cccs1
  nt, 0
CCOc1ccccc1NC(=O)CN1C(=O)NC2(CCCCC2)C1=O
  5, -2
Cc1cc(=O)[nH]c(SCc2cn3ccsc3n2)n1
  3, 13
N#Cc1c(-c2ccc(Cl)cc2)cc(C2CC2)nc1N
  -6, 2
COc1ccc2nc(N3CCCC(C(=O)NCc4ccccc4OC)C3)sc2c1 (stereo not drawn)
  12, -5
CC(=O)Nc1ccc(C2C(C#N)=C(N)Oc3cc(N)ccc32)cc1 (stereo not drawn)
  1, -8
CCc1ccccc1S(=O)(=O)N1CCc2c(c(COCc3ccc(C)cc3)nn2C)C1
  -8, -5
CC1=NN(c2ccccc2)C(=O)/C1=C/c1ccc(O)c(Br)c1
  52*, 6
Cc1cc(N)c(-n2c(C)c3c(C)nnc(C)c3c2C)cc1C
  88*, 0
O=C(c1cccs1)N1C[C@@H](O)[C@H](n2cc(-c3ccc(F)cc3)nn2)C[C@@H]1c1ccc(Cl)cc1
  10, -5
CC1CCN(S(=O)(=O)c2ccc3[nH]c(=O)cc(C(=O)NC4CCCC(C)C4C)c3c2)CC1 (stereo not drawn)
  -5, -12
O=C(/C=C/c1ccccc1Cl)NC1CC2CCC1C2 (stereo not drawn)
  0, 8
Cc1cccc(C2=NN(c3ccccc3)[C@@H](C(=O)N3CCOC3=O)[C@@H]2c2ccccc2)c1
  -32, -6
CCS(=O)(=O)Nc1cc(Cl)ccc1C
  7, -2
O=C(c1ccoc1)N1CCCn2cc(-c3ccccc3)nc21
  7, -3
COc1ccccc1Oc1coc2c(CN3CCC(C)CC3)c(O)ccc2c1=O
  -5, 4
COc1cccc2cc(C(=O)NCC(c3ccco3)N3CCOCC3)oc12 (stereo not drawn)
  -4, -3
O=C(Nc1ccccc1)Nc1nc(=O)c2ccccc2s1
  5, -3
CN1CCCN(Cc2ccccc2[N+](=O)[O-])CC1
  -11, -6
Cc1cc(-n2nc(C)cc2C)nc(N)n1
  0, 0
O=C(NCCN1CCOCC1)C1CCCC1
  -8, 0
NC(=O)c1ccccc1NC(=O)CN(c1cccc([N+](=O)[O-])c1)S(=O)(=O)c1ccccc1
  -4, 3
Cc1noc(C)c1CCC(=O)N1CCC(Nc2ncnc3c2CCC3)C1 (stereo not drawn)
  -7, 0
Cc1nn(-c2ccc(C(=O)NCc3ccc4c(c3)OCO4)cc2)c2c1C(=O)CC(C)(C)C2
  3, 3
CC1(C)CC2CC(C)(CN2C(=O)c2ccc(N)cc2)C1 (stereo not drawn)
  2, -4
CC(C)OCCCNC(=O)c1oc(=O)c2ccccc2c1-c1ccccc1
  -5, -5
O=C(NC1CCCC1)C1CCc2nc(N3CCN(C(=O)C4CCC4)CC3)sc2C1 (stereo not drawn)
  -2, 2
CN(C)c1nc(N)nc(-c2ccco2)n1
  -8, 12
